Screening data (PubChem BioAssay)
CIT2-GFP yeast: alters CIT2-GFP fluorescence in TOR pathway yeast screen; S. cerevisiae CIT2-GFP strain, flow cytometry, 3 h; 100 means same as DMSO wells; GFP response vs DMSO, % at 10 µM; actives 0.065% (n = 320,000); AID 2029;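 active means GFP response relative to DMSO above a set limit, near the screen mean plus 3 SD, cut at about 150% in these data; inconclusive means Fewer than 70 cells measured for a yeast strain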;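 further: ratio of well median GFP fluorescence to mean of DMSO wells on the plate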
VLA-4 inh: inhibition in a human VLA-4 binding assay | P13612 | VLA-4 expressing cells, ligand binding flow cytometry | inhibition, % (about 7 µM as worked out from the volumes in the protocol) | actives 0.2% (n = 330,000) | AID 2557; in the data active means inhibition above about 50%
GRK2 inh: human GRK2 inhibition via aptamer displacement; P25098; bead flow cytometry, FAM-aptamer displacement from GRK2; inhibition of aptamer binding, % at 10 µM; actives 0.59% (n = 330,000); AID 488847;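 active means inhibition of aptamer binding above 40%, roughly 3 SD of noise, on plates passing a quality check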;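 further: median bead fluorescence of bound FAM aptamer so fluorescent compounds give negative values; no value below 0 was filed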
Target sequence (P25098 whole entry, looked up): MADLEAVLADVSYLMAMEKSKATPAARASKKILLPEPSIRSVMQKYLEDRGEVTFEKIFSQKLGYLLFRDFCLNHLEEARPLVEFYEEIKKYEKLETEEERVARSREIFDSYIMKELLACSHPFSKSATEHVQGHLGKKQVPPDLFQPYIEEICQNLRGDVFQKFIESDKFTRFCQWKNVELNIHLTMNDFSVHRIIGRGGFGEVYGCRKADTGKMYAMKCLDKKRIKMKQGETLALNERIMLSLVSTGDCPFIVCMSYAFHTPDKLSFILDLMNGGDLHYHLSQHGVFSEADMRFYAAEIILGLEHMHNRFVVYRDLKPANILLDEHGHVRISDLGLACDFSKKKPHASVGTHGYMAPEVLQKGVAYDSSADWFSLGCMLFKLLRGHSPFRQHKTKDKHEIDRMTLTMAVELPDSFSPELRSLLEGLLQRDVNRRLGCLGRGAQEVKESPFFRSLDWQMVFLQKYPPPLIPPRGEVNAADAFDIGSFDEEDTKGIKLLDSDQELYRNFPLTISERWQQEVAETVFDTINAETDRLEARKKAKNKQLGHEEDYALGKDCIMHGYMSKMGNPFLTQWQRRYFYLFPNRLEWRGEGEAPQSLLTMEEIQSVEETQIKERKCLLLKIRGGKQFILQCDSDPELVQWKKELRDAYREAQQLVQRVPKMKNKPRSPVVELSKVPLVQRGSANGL
MEX-5 binding: C. elegans MEX-5 TCR-2 RNA binding activity; Q9XUB2; activity score (negative = inhibition of binding), % at 10 µM; MEX-5/FITC-TCR2 RNA binding, fluorescence polarization; stronger effect = lower value; actives 0.38% (n = 300,000); AID 1832;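 active means inhibition past about -25% in most replicates, and total fluorescence under double the plate's negative control median, limit read from the data; inconclusive means replicates evenly split on the limit, or fluorescence at least double controls; inactive means too little inhibition in most replicates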;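 further: 0% = DMSO and -100% = 5 µM competing unlabeled TCR2 RNA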
AGP1 TOR yeast: yeast TOR pathway AGP1-GFP modulation; S. cerevisiae AGP1-GFP multiplex flow cytometry, 3 h; GFP as percent of DMSO wells; GFP response vs DMSO, % at 10 µM; actives 0.02% (n = 320,000); AID 2066;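 active means GFP response relative to DMSO above a set limit, near screen average plus 3 SD, cut at about 150% in these data; inconclusive means fewer than 70 cells counted for the yeast strain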;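 further: median GFP channel fluorescence of the gated AGP1 strain per well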
CR mimetic SO: caloric restriction mimetics inhibiting age-related superoxide in yeast | S. cerevisiae aged cells, superoxide DHE fluorescence; stronger effect = lower value | superoxide response (% of plate mean), % at 10 µM | actives 0.18% (n = 330,000);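 active means superoxide response under a set limit, about three screen SD below normal, cut at about 65% in these data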;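 further: yeast aged for seven days with compound at 30 °C before DHE staining; 100% = average MFI of all compound-treated wells on the plate with controls excluded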
GLD-1 TGE inh: GLD-1-TGE RNA interaction inhibition (C. elegans); Q17339; purified GLD-1 + fluorescein TGE RNA, fluorescence polarization; inhibition, % at 5.96 µM; actives 0.44% (n = 320,000); AID 2280;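 active means percent inhibition above a per-plate cutoff, the plate mean of test compounds plus 3 SD, cut at about 30% in these data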;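 further: 0% = DMSO wells with GLD-1 and probe and 100% = wells lacking GLD-1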
MCL1 BIM primary: MCL1-BIM-BH3 interaction inhibition (human). actives 0.68% (n = 320,000). AID 2057. inhibition, % at 10.9 µM. GST-MCL1 / FITC-Bim-BH3 fluorescence polarization. Q07820;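 active means inhibition above the mean inhibition of all tested compounds plus 3 SD, set per campaign, cut at about 40% in these data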;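 further: 0% = DMSO wells and 100% = unlabeled Bim-BH3 peptide control; higher means more loss of mP so more displacement of Bim peptide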
Target sequence (Q07820 whole entry, looked up): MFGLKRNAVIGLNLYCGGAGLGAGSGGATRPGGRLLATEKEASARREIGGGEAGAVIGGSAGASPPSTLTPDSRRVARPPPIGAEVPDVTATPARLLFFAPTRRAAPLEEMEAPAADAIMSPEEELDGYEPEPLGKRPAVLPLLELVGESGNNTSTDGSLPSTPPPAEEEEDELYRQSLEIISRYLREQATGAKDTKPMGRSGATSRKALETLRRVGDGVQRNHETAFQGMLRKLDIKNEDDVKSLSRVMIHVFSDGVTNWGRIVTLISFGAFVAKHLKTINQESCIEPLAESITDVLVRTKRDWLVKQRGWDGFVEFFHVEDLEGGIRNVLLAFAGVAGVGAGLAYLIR
BCLXL inh: inhibitors of human Bcl-xL; Q07817; GST-Bcl-xL / FITC-Bim BH3 peptide fluorescence polarization; inhibition, % at 10.9 µM; actives 0.7% (n = 320,000); AID 2129;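 active means inhibition above the mean of all tested compounds plus 3 SD, cutoff set per campaign, cut at about 30% in these data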;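 further: 0% = DMSO wells and 100% = unlabeled Bim-BH3 peptide competitor; inhibitors lower millipolarization by displacing the labeled peptide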
* hit, by the source's call.

How did O=C(c1ccccc1Cc1ccccc1)N1CCN(S(=O)(=O)c2ccccc2Br)CC1 do in these assays?
CIT2-GFP yeast: 102; VLA-4 inh: 12; GRK2 inh: 0; MEX-5 binding: -2.1; AGP1 TOR yeast: 100; CR mimetic SO: 111; GLD-1 TGE inh: -3; MCL1 BIM primary: -3; BCLXL inh: 0

Results for Cc1n[nH]c(C)c1S(=O)(=O)N1CCCC(C(=O)Nc2ccc(Br)cc2)C1 (centres undefined) ?
CIT2-GFP yeast: 121; VLA-4 inh: 6; GRK2 inh: 2; MEX-5 binding: inconclusive; AGP1 TOR yeast: 101; CR mimetic SO: 84; GLD-1 TGE inh: -3; MCL1 BIM primary: -3; BCLXL inh: 2

How did O=C(NCCCN1CCOCC1)c1ccccc1N1C(=O)[C@@H]2Cc3c([nH]c4ccccc34)C(c3cccc(Cl)c3)N2C1=O (some centres undefined) do in these assays?
CIT2-GFP yeast: 91; VLA-4 inh: 34; GRK2 inh: 0; MEX-5 binding: 0.0; AGP1 TOR yeast: 96; CR mimetic SO: 106; GLD-1 TGE inh: 5; MCL1 BIM primary: 4; BCLXL inh: 2

What do the screens show for `C/C(N)=C(/C#N)C(=O)COC(=O)C1CCC(C(C)(C)C)CC1` (centres undefined)?
CIT2-GFP yeast: 101; VLA-4 inh: 13; GRK2 inh: 1; MEX-5 binding: 3.5; AGP1 TOR yeast: 102; CR mimetic SO: 103; GLD-1 TGE inh: 8; MCL1 BIM primary: 5; BCLXL inh: 7

Results for CSc1nnc(NC(=O)c2ccc(C)c(S(=O)(=O)N3CCOCC3)c2)s1 ?
CIT2-GFP yeast: 115; VLA-4 inh: -15; GRK2 inh: 1; MEX-5 binding: 1.9; AGP1 TOR yeast: 105; CR mimetic SO: 99; GLD-1 TGE inh: -3; MCL1 BIM primary: 4; BCLXL inh: 4

Results for Cn1cc(C(=O)C(=O)N2CCOCC2)c2ccccc21 ?
CIT2-GFP yeast: 118; VLA-4 inh: 5; GRK2 inh: 8; MEX-5 binding: 0.5; AGP1 TOR yeast: 83; CR mimetic SO: 93; GLD-1 TGE inh: 1; MCL1 BIM primary: 5; BCLXL inh: 3

What do the screens show for `O=C(Nc1nnc(CC(c2ccccc2)c2ccccc2)s1)c1ccco1`?
CIT2-GFP yeast: 101; VLA-4 inh: 49; GRK2 inh: 0; MEX-5 binding: -1.4; AGP1 TOR yeast: 103; CR mimetic SO: 100; GLD-1 TGE inh: 5; MCL1 BIM primary: -3; BCLXL inh: 3

Results for CC1=NN(C(N)=S)C(=O)C1N=Nc1cccc2ccccc12 (centres undefined) ?
CIT2-GFP yeast: 103; VLA-4 inh: 9; GRK2 inh: 0; MEX-5 binding: 2.3; AGP1 TOR yeast: 105; CR mimetic SO: 103; GLD-1 TGE inh: 2; MCL1 BIM primary: 14; BCLXL inh: 12

How did COc1cc2nc(NC(=O)c3ccc(Cl)cc3)sc(=O)c2cc1OC do in these assays?
CIT2-GFP yeast: 97; VLA-4 inh: 1; GRK2 inh: 0; MEX-5 binding: -1.2; AGP1 TOR yeast: 91; CR mimetic SO: 93; GLD-1 TGE inh: 0; MCL1 BIM primary: 5; BCLXL inh: -4

How did O=C(CN1CCCCCCC1)Nc1cccc(Cl)c1Cl do in these assays?
CIT2-GFP yeast: 107; VLA-4 inh: 9; GRK2 inh: 0; MEX-5 binding: 0.4; AGP1 TOR yeast: 100; CR mimetic SO: 90; GLD-1 TGE inh: 4; MCL1 BIM primary: 4; BCLXL inh: 10

What do the screens show for `CN(C)[C@@H]1C(=O)C(C(N)=O)=C(O)[C@@]2(O)C(=O)C3=C(O)c4c(O)ccc(Cl)c4[C@@H](O)[C@H]3C[C@@H]12`?
CIT2-GFP yeast: 84; VLA-4 inh: 35; GRK2 inh: 1; AGP1 TOR yeast: 84; CR mimetic SO: 102; GLD-1 TGE inh: 3; MCL1 BIM primary: 31; BCLXL inh: 15

What do the screens show for `Cc1ccc(Nc2c(-c3ccccn3)nc3ccc(C)cn23)cc1`?
CIT2-GFP yeast: 104; VLA-4 inh: 1; GRK2 inh: 3; MEX-5 binding: 2.1; AGP1 TOR yeast: 27; CR mimetic SO: 93; GLD-1 TGE inh: -4; MCL1 BIM primary: 4; BCLXL inh: 0

Results for COc1ccc(CCNC(=O)CN2C(=O)COc3ccc(S(=O)(=O)N4CCCC4)cc32)c(OC)c1 ?
CIT2-GFP yeast: 94; VLA-4 inh: -3; GRK2 inh: 2; MEX-5 binding: 2.1; AGP1 TOR yeast: 97; CR mimetic SO: 72; GLD-1 TGE inh: 2; MCL1 BIM primary: 1; BCLXL inh: 2

Results for CC(O)c1nc2ccccc2n1Cc1ccc([N+](=O)[O-])cc1 (centres undefined) ?
CIT2-GFP yeast: 91; VLA-4 inh: -23; GRK2 inh: 0; MEX-5 binding: -3.0; AGP1 TOR yeast: 100; CR mimetic SO: 110; GLD-1 TGE inh: 8; MCL1 BIM primary: 0; BCLXL inh: 0

What do the screens show for `COc1cc(Br)cc(CN2CCN(c3ncccn3)CC2)c1O`?
CIT2-GFP yeast: 104; VLA-4 inh: 2; GRK2 inh: 0; MEX-5 binding: 1.4; AGP1 TOR yeast: 101; CR mimetic SO: 95

What do the screens show for `O=[N+]([O-])c1ccc(CN2CCN(c3ccc([N+](=O)[O-])cc3)CC2)cc1`?
CIT2-GFP yeast: 109; VLA-4 inh: 17; GRK2 inh: 0; MEX-5 binding: -1.2; AGP1 TOR yeast: 98; CR mimetic SO: 102; GLD-1 TGE inh: 0; MCL1 BIM primary: 5; BCLXL inh: 1

Results for Cc1ccc(S(=O)(=O)N2CCOC2CNC(=O)C(=O)NCCc2c[nH]c3ccccc23)cc1 (centres undefined) ?
CIT2-GFP yeast: 108; VLA-4 inh: 10; GRK2 inh: 0; MEX-5 binding: -1.0; AGP1 TOR yeast: 100; CR mimetic SO: 91; GLD-1 TGE inh: 6; MCL1 BIM primary: 11; BCLXL inh: 7

How did CS(=O)(=O)Nc1ccc(C(=O)NCc2cccnc2)cc1 do in these assays?
CIT2-GFP yeast: 104; VLA-4 inh: -5; GRK2 inh: 1; MEX-5 binding: -0.5; AGP1 TOR yeast: 102; CR mimetic SO: 107; GLD-1 TGE inh: 9; MCL1 BIM primary: 0; BCLXL inh: 0

How did Fc1ccccc1NC(=S)N1CCC(c2ccccc2)C1 (centres undefined) do in these assays?
CIT2-GFP yeast: 94; VLA-4 inh: 4; GRK2 inh: 2; MEX-5 binding: 1.0; AGP1 TOR yeast: 99; CR mimetic SO: 75; GLD-1 TGE inh: 1; MCL1 BIM primary: 4; BCLXL inh: 4

How did O=C(NCC1CCCO1)/C(=C/c1ccccc1)NC(=O)c1ccccc1 (centres undefined) do in these assays?
CIT2-GFP yeast: 102; VLA-4 inh: -18; GRK2 inh: 3; MEX-5 binding: -3.2; AGP1 TOR yeast: 99; CR mimetic SO: 121; GLD-1 TGE inh: -4; MCL1 BIM primary: 8; BCLXL inh: 6

What do the screens show for `CCCOc1ccc(N2C(=O)CC(SCc3nc4ccccc4[nH]3)C2=O)cc1` (centres undefined)?
CIT2-GFP yeast: 98; VLA-4 inh: 11; GRK2 inh: 0; MEX-5 binding: 1.2; AGP1 TOR yeast: 90; CR mimetic SO: 84; GLD-1 TGE inh: 2; MCL1 BIM primary: -2; BCLXL inh: -1

How did COc1ccc2c(CC#N)c[nH]c2c1 do in these assays?
CIT2-GFP yeast: 91; VLA-4 inh: -4; GRK2 inh: 3; MEX-5 binding: -4.3; AGP1 TOR yeast: 98; CR mimetic SO: 90; GLD-1 TGE inh: -2; MCL1 BIM primary: 1; BCLXL inh: 5

Results for O=C(/N=C1/c2ccccc2CN1c1ccccc1)Nc1ccccc1 ?
CIT2-GFP yeast: 110; VLA-4 inh: 15; GRK2 inh: 1; MEX-5 binding: -2.9; AGP1 TOR yeast: 98; CR mimetic SO: 104; GLD-1 TGE inh: -4; MCL1 BIM primary: -1; BCLXL inh: 1

What do the screens show for `O=C(CN1CCN(c2nc(-c3ccccc3)cs2)CC1)NNC(=O)c1ccco1`?
CIT2-GFP yeast: 108; VLA-4 inh: 9; GRK2 inh: 0; MEX-5 binding: -1.0; AGP1 TOR yeast: 97; CR mimetic SO: 103; GLD-1 TGE inh: -3; MCL1 BIM primary: -6; BCLXL inh: 0

Results for O=C(CN1C(=O)NC2(CCc3ccccc32)C1=O)Nc1ccc(Br)cc1F (centres undefined) ?
CIT2-GFP yeast: 103; VLA-4 inh: -4; GRK2 inh: 3; AGP1 TOR yeast: 114; CR mimetic SO: 88; GLD-1 TGE inh: 1; MCL1 BIM primary: 3; BCLXL inh: 4

How did COc1cc(CN(C2CCCCC2C)S(=O)(=O)c2ccc(S(=O)(=O)NC3CC3)cc2)cc(OC)c1OC (centres undefined) do in these assays?
CIT2-GFP yeast: 96; VLA-4 inh: 0; GRK2 inh: 0; MEX-5 binding: 0.6; AGP1 TOR yeast: 94; CR mimetic SO: 101; GLD-1 TGE inh: 3; MCL1 BIM primary: -5; BCLXL inh: 4

Results for Cc1occc1-c1nnc(SCc2cc(=O)n3cc(Br)ccc3n2)n1C ?
VLA-4 inh: 35; GRK2 inh: 0; AGP1 TOR yeast: 95; CR mimetic SO: 102; GLD-1 TGE inh: 5; MCL1 BIM primary: 3; BCLXL inh: 0

Results for COc1cc2c(cc1NC(=O)Nc1ccccc1)oc1ccccc12 ?
CIT2-GFP yeast: 91; VLA-4 inh: 7; GRK2 inh: 0; MEX-5 binding: 0.6; AGP1 TOR yeast: 85; CR mimetic SO: 111; GLD-1 TGE inh: 5; MCL1 BIM primary: 1; BCLXL inh: 5

Results for O=C(c1ccc(Cl)cc1)C(CN1CCCCC1)c1ccccc1 (centres undefined) ?
CIT2-GFP yeast: 101; VLA-4 inh: 32; GRK2 inh: 0; MEX-5 binding: 0.8; AGP1 TOR yeast: 89; CR mimetic SO: 94; GLD-1 TGE inh: -6; MCL1 BIM primary: 2; BCLXL inh: 1

What do the screens show for `Cc1ccc(C(=O)N2CC(C)SC2=Nc2cccc(S(=O)(=O)N(C)C)c2)cc1` (centres undefined)?
CIT2-GFP yeast: 89; VLA-4 inh: -9; GRK2 inh: 0; AGP1 TOR yeast: 98; CR mimetic SO: 121; GLD-1 TGE inh: 2; MCL1 BIM primary: -3; BCLXL inh: -2

How did COc1ccc(NC(=O)CN(C)C(=O)C(C)Oc2ccc(Br)cc2)cc1 (centres undefined) do in these assays?
CIT2-GFP yeast: 87; VLA-4 inh: 7; GRK2 inh: 0; MEX-5 binding: 1.0; AGP1 TOR yeast: 103; CR mimetic SO: 105; GLD-1 TGE inh: 0; MCL1 BIM primary: 1; BCLXL inh: 1

How did CC(CNC(=O)CN1C(=O)NC2(CCCCC2)C1=O)c1ccccc1 (centres undefined) do in these assays?
CIT2-GFP yeast: 102; VLA-4 inh: 0; GRK2 inh: 16; AGP1 TOR yeast: 105; CR mimetic SO: 80; GLD-1 TGE inh: 2; MCL1 BIM primary: -3; BCLXL inh: 1
